Screens as filed in PubChem.
KCNH2 WT inh = KCNH2 (human, wildtype) channel inhibition. Q12809. U2OS, BacMam KCNH2, thallium flux FluxOr; hits give low values. activity change, % at 1.84 µM. actives 0.37% (n = 340,000);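 active = maximum activity change below -70%; inconclusive = maximum activity change between -70% and -50%; inactive = maximum activity change above -50%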; note: % is set by controls: 0 for no effect and ±100 for the full control effect
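U2OS cells transduced with wild-type KCNH2 virus are loaded with FluxOr dye for 45 min, and thallium flux is measured in kinetic reads before and after stimulation buffer. Rate constants are normalized to DMSO controls.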
TSHR antagonist = human thyrotropin receptor antagonism. P16473. TSHR-expressing cells, TSH-stimulated cAMP HTRF, 2 h; hits give low values. activity change, negative = inhibition, % at 11.5 µM. actives 0.2% (n = 330,000). AID 504810;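 active = activity change below a set negative limit, meaning inhibition stronger than a set level, cut at about -70% in these data; inconclusive = activity change between two set negative limits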; note: % is set by controls: 0 for no effect and ±100 for the full control effect
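TSHR-expressing cells were treated with compounds, then stimulated with TSH at EC80 (4nM final) for 2 hours at 37 deg C. Cellular cAMP was measured by HTRF competition between lysate cAMP and cAMP-d2 for a cryptate-labelled anti-cAMP antibody.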
Giardia kill = kills Giardia lamblia; AID 540267; Giardia lamblia trophozoite viability; actives 0.15% (n = 340,000); activity change, % at 7.66 µM, hits read low; in the data active = activity change below about -80%; inconclusive = between about -30% and that limit;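 note: parasites exposed to compound for two days anaerobically before the ATP read; % is set by controls: 0 for no effect and ±100 for the full control effect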
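Compounds were tested on trophozoites seeded at 100 cells/well and held 48 hrs at 37 deg C anaerobically. An ATP-based luminescent kit measured the remaining live cells.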
CXXC DNA block = MLL CXXC-DNA interaction inhibition; MLL-CXXC / FITC-HOXA9 DNA fluorescence polarization; Potency, µM (titrated, usually from 115 µM), without a hit: at the highest dose activity change, negative = inhibition, usual class: inhibitors; actives 0.037% (n = 290,000); AID 2662; active = well fitted inhibition curve with a large enough effect in the polarisation, with a control signal flat, not every such curve was filed as active; inconclusive = small, poorly fitted or top-dose-only effect, or effect the other way, or a change in a side signal; inactive = no such curve, though single readings can be large or run the other way; the % refers to the polarisation; note: potency is the fitted concentration of half-maximal effect
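Steps: dispense CXXC domain solution (7 uM) → pin compounds or unlabeled HOX-A9 DNA control → 5 min ambient → add FLSN-HOX-A9 solution (50 nM) → spin → 30 min ambient → fluorescence polarization. Tris pH 7.5/NaCl/DTT/BSA buffer.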
TCR act = activates T cell receptor signaling; primary human leukocytes, anti-CD3, IL-2 HTRF, 48 h; 330,000 tested, under 10 active; Potency, µM (series often up to 9.22 µM), without a hit: top-dose activation of IL-2 secretion, most hits filed as activators; AID 504894; note: % of control where 0% means no effect
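Human primary leukocytes + a-CD3 beads + cpd, 48 hr; IL-2 in supernatant by HTRF (ex 320nm / em 665nm). No co-stimulatory signal supplied.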
Chronic BCR inh = inhibitors of chronic active B-cell receptor signaling; AID 493014; Potency, µM (titrated, usually from 46.1 µM), for inactives: at the top dose ratio change, negative = lower green/red ratio, hits mostly inhibitors; ABC-DLBCL IkBa-CBG/CBR reporter, luminescence ratio, 4 h; actives 0.05% (n = 340,000); active = well fitted inhibition curve with a large enough effect in the signal ratio, with a control signal flat, not every such curve was filed as active; inconclusive = small, poorly fitted or top-dose-only effect, or effect the other way, or a change in a side signal; the % refers to the signal ratio;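 note: potency is the fitted concentration of half-maximal effect; plate controls were basal doxycycline-induced cells for no effect and cells given 10 µM MG132 for full effect; MG132 reads +100%, hits lower the ratio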
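TMD8 human ABC-DLBCL cells with doxycycline-inducible IκBα–green luciferase fusion and unfused red luciferase, in 0.5% FBS medium; compounds up to 46 uM, 4 h at 37C. Green/red luminescence ratio, filter-overlap corrected, fitted to concentration-response curves.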
GALK inh = blocks human galactokinase activity; P51570; Purified GALK, Kinase-Glo residual ATP luminescence; Potency, µM (doses to about 57.5 µM), without a hit: at the highest dose activity change, negative = inhibition, most hits filed as inhibitors; actives 0.007% (n = 270,000); note: potency is the fitted concentration of half-maximal effect; % is set by controls: 0 for no effect and ±100 for the full control effect
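Kinase-Glo Plus luminescence measured ATP left after a 1 h room-temperature reaction. The reaction used 5 nM GALK, 100 uM galactose and 35 uM ATP at pH 8.0 (20 mM HEPES, 5 mM MgCl2, 60 mM NaCl, 1 mM DTT, 0.01% BSA).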
A-T KAP1 phos = potential ataxia-telangiectasia treatments restoring KAP-1 phosphorylation; Potency, µM (series often up to 57.5 µM), inactives show top-dose activation, most hits filed as activators; AID 485349; actives 0.19% (n = 320,000); […] A-T fibroblasts, KAP-1 phosphorylation AlphaLISA; neocarzinostatin DNA damage 30 min before lysis; note: potency is the fitted concentration of half-maximal effect; % of control where 0% means no effect; nearly all actives have a fitted effect of over 45% in size
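hTERT-immortalized A-T patient fibroblasts ([…]), 500 cells/well in OPTI-MEM, 1% FBS, got compounds for 60 min, then NCS for 30 min at 37C. Lysates were then assayed for phospho-KAP-1 by AlphaLISA (anti-pKAP1 donor, anti-KAP1 acceptor beads), 6 hr at 25C.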
FBPA coupling cs = inhibits coupling enzyme system, counter-screen for aldolase hits; coupling enzyme system counterscreen, AmpLite Red fluorescence; activity change, negative = inhibition, % at 58.2 µM, hits read low; actives 0.67% (n = 290,000); AID 2472; in the data active = activity change below about -30%; note: % is set by controls: 0 for no effect and ±100 for the full control effect
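Coupling enzymes only (glyceraldehyde-3-phosphate) + compound, at 57.5 uM final, 10 min RT; add substrate/coupling/AmpLite Red mix, 20 min RT; fluorescence ex 525/em 598 nm. Actives flag coupling-system interference.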
Tb PFK inh = T. brucei PFK enzyme inhibition. O15648. T. brucei PFK, ADP-Glo luminescence. Potency, µM (highest dose often 57.5 µM), for inactives: top-dose activity, negative = inhibition, usual class: inhibitors. actives 0.17% (n = 330,000);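 note: potency is the fitted concentration of half-maximal effect; 0% = uninhibited 1x PFK enzyme wells and -100% = no-enzyme wells; nearly all actives have a fitted effect of over 60% in size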
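ADP-Glo luminescence quantified ADP after 45 min at room temperature, with 1.25 nM T. brucei PFK, 0.1 mM ATP and 0.5 mM fructose-6-phosphate in pH 8.0 TEA buffer. qHTS titrations up to 57 µM; curves classified by quality.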
The depositor's hits bear a star; i = inactive; ? = inconclusive; · = no result given; [ ] = dose if it differs, or a comment. Unless noted, calls come from the whole dose curve; as a rule, active = well fitted curve in the direction sought with a large enough effect; inconclusive = small, poorly fitted or top-dose-only effect, or another doubt; inactive = no such curve, though single readings can be large; an effect the other way counts as inactive or inconclusive. Rows are unselected (roughly 1.6% active in at least one column).

SMILES	KCNH2 WT inh	TSHR antagonist	Giardia kill	CXXC DNA block	TCR act	Chronic BCR inh	GALK inh	A-T KAP1 phos	FBPA coupling cs	Tb PFK inh
CC(=O)Nc1cc2c(ccc3ccccc32)oc1=O	5	-11	-15	2%	6%	3%	6%	-2%	1	-2%
Fc1ccc(C2CC(c3ccc(F)cc3)n3ncnc3N2)cc1 (stereo not drawn)	1	10	-3	-13%	3%	4%	2%	·	-2	0%
O=c1cc(-c2ccccc2)nc2nc(CCc3ccccc3)[nH]n12	-3	-14	11	14%	1%	?	-7%	-3%	15	-7%
CCC(C(=O)OC)n1cnc2c(nnn2-c2ccccc2)c1=O (stereo not drawn)	2	-11	-24	·	3%	-2%	·	4%	-2	0%
COc1ccc(/C=C/c2cc(C(=O)O)c3ccccc3n2)cc1	-15	-9	-93*	-20%	5%	?	·	-3%	-14	-4%
O=C(NCC(c1ccco1)N1CCc2ccccc2C1)c1ccc([N+](=O)[O-])cc1 (stereo not drawn)	1	-14	-8	·	-19%	-2%	·	-3%	·	0%
Cn1c(CNC(=O)CNC(=O)c2ccccc2)cc(=O)n(C)c1=O	-10	2	-7	-3%	-3%	1%	-2%	3%	-1	-3%
CC(=O)Nc1sc(C)c(C)c1C(=O)OCC(=O)N(CC(C)C)c1c(N)n(Cc2ccccc2)c(=O)[nH]c1=O	8	6	-13	·	-5%	5%	·	5%	·	-26%
O=C(Nc1ccc(C(F)(F)F)cc1[N+](=O)[O-])O[C@H]1[C@H](Cc2ccccc2)NS(=O)(=O)[C@H]2C[C@@H]3C=C[C@]12O3	2	-1	-4	·	5%	6%	·	5%	·	-2%
CN(Cc1cccs1)C(=O)C1CCN(S(=O)(=O)c2ccccc2)CC1	2	11	-6	·	-1%	-7%	·	4%	·	1%
Cc1ccc(NC(=O)Nc2c(C)[nH]c(=O)[nH]c2=O)cc1Cl	6	4	-7	-2%	-9%	0%	2%	-4%	-12	-10%
COc1ccccc1N1CCN(C(=O)c2sc3nc(C)nc(N4CCN(c5ccccn5)CC4)c3c2C)CC1	-9	-23	-27	-2%	2%	?	1%	0%	-3	0%
CCN(C(=O)COC(=O)c1cccc(S(=O)(=O)N2CCOCC2)c1)C1CCS(=O)(=O)C1 (stereo not drawn)	-2	-3	-4	·	-28%	0%	·	0%	·	5%
COc1ccc(-c2nc(NCCCN(C)C)c3ccccc3n2)cc1	0	3	-99*	-15%	-5%	-3%	-3%	7%	-4	4%
O=C(O)c1ccc(NS(=O)(=O)c2ccc(N3C(=O)CCC3=O)cc2)cc1	-5	37	-7	13%	-5%	0%	0%	-3%	8	-3%
CC(NC(=O)c1cccc(S(=O)(=O)N2CCCCCC2)c1)c1ccccc1 (stereo not drawn)	-2	-14	?	·	-1%	0%	·	18%	·	2%
CN(C(=O)CSc1nc2c(c(=O)[nH]1)CCC2)c1ccccc1	·	-3	-3	-6%	-12%	?	13%	-2%	-1	-2%
CCC(C)c1ccc(C(CC)NC(=O)C2CCCO2)cc1 (stereo not drawn)	-13	11	2	-16%	2%	1%	3%	4%	-1	3%
CC(NS(=O)(=O)c1ccc(Br)cc1)C(=O)Nc1nc2ccccc2[nH]1 (stereo not drawn)	-7	-4	17	·	-4%	-14%	·	-3%	·	10%
COC(=O)c1ccc(C(C(=O)NC2CCCCC2)N(Cc2ccc(F)cc2)C(=O)Cc2cccs2)cc1 (stereo not drawn)	1	-8	-5	8%	2%[46.1 µM]	0%	0%	3%	6	-5%
CC(C)CCOc1ccc(Cl)cc1CN1CCOCC1	-2	-8	-14	-8%	5%	2%	-1%	9%	10	4%
COCCn1c(SCC(=O)c2ccc(Cl)cc2)nnc1C(C)C	-3	-8	-3	0%	-1%	?	-1%	6%	-1	-4%
CCC(CC)NC(=O)Nc1ccccc1C(F)(F)F	-112*	-8	21	13%	-5%	?	0%	5%	2	0%
CCC(=O)N1c2ccccc2-c2nnc(SC)nc2OC1c1ccc(OC)c(OC)c1 (stereo not drawn)	1	7	8	9%	-5%	4%	3%	-2%	6	1%
Cc1ccc(N2CCC(N3CCN(C)C(CCO)C3)CC2)cc1 (stereo not drawn)	-6	-6	-9	3%	-2%	0%	-5%	10%	0	1%
C/C(Cl)=C/CSc1nn2c(=O)c3ccccc3nc2s1	-1	-22	7	7%	-2%	?	0%	7%	-1	1%
CC(=O)Nc1ccc(C(=O)NNC(=O)C2CC2)cc1	-2	12	12	10%	2%	-1%	4%	0%	3	-10%
O=C(CSCc1ccccc1)N1CCN(S(=O)(=O)c2cccc(F)c2)CC1	-11	-4	4	·	-2%	4%	·	-2%	·	-5%
COc1cccc(-c2nnc(NC(=O)c3cccc(F)c3)o2)c1	-4	-5	-1	-2%	-22%	?	-2%	22%	-1	0%
O=C(CN(c1ccccc1)S(=O)(=O)c1ccccc1)N1CCOCC1	-3	9	5	4%	-1%	7%	6%	2%	0	-5%
CCN(Cc1ccccc1)C(=O)COc1cc(=O)n(CC)c2ccccc12	-6	-2	6	-4%	·	3%	1%	-1%	3	4%
CCCCNC(=O)N1CCc2[nH]c3ccccc3c2C1	31	4	-9	21%	-6%	-1%	3%	9%	-3	-5%
c1ccc2c(Cn3ccnc3)cccc2c1	7	0	4	3%	·	-5%	6%	-1%	1	-2%
CCOCCCNc1nc2nc3ccc(C)cn3c(=O)c2cc1C(=O)NCC1CCCO1 (stereo not drawn)	0	21	3	1%	-4%	-2%	0%	11%	3	-2%
Cc1ccc(OCC2Cn3c(nc4c3c(=O)n(C)c(=O)n4C)O2)cc1 (stereo not drawn)	-7	-3	4	24%	-6%	6%	0%	-4%	3	6%
O=C(Nc1cccnc1)c1noc2c1CCCC2	5	2	4	-6%	2%	-2%	-1%	-1%	-4	1%
Cc1cccc(OCC(=O)Nc2ccc(C(=O)c3ccc(C(=O)O)cc3)cc2)c1	1	-16	-15	0%	5%	0%	-3%	3%	2	1%
CCCCC(=O)Nc1ccccc1CC	-4	10	-12	4%	0%	7%	-1%	-2%	3	20%
CCOC(=O)C1CCN(C(c2cccnc2)c2c(NC(=O)c3ccco3)sc(C)c2C)CC1 (stereo not drawn)	-7	27	0	1%	4%	-1%	-1%	-2%	-6	0%
CC(=O)NCc1ccc(S(=O)(=O)N/N=C/c2ccc(Br)cc2)cc1	-9	10	-7	1%	-6%[46.1 µM]	-16%	-1%	4%	7	0%
CC(C)CC(=O)N(Cc1ccc(F)cc1)C1CCS(=O)(=O)C1 (stereo not drawn)	i	13	9	1%	-5%	0%	5%	-2%	1	1%
O=c1c2ccccc2cnn1Cc1n[nH]c(=S)n1-c1cc(Cl)cc(Cl)c1	-2	-3	10	1%	-4%[46.1 µM]	6%	·	2%	8	-3%
Cc1ccc(NC(=O)N2CCCn3c(SCC(=O)c4ccccc4)nnc32)cc1	1	1	-13	-5%	-2%	-12%	1%	8%	0	0%
CN(CC(=O)Nc1ccccc1Br)C(=O)c1cccnc1Nc1cccc(C(F)(F)F)c1	1	7	8	-17%	1%	0%	7%	4%	·	-3%
Cn1c(=S)[nH]c2scc(-c3cccs3)c2c1=O	-23	-7	0	-2%	4%	0%	-2%	2%	-3	-14%
Cc1nc(SCC(=O)O)c(C#N)c(-c2ccco2)c1C(=O)N(C)C	19	17	-11	41%[activator]	-6%	14%	1%	23%	0	0%
Cc1cc(C)n(Cc2ccc(Cl)c(Cl)c2)c(=O)c1S(=O)(=O)c1ccccc1	-2	3	16	2%	-5%	0%	0%	-2%	0	-1%
CCOC(=O)c1c(C)[nH]c(C(=O)OCC(=O)N(CC(C)C)C2CCS(=O)(=O)C2)c1C (stereo not drawn)	-8	-5	-5	·	-1%	?	·	2%	·	-1%
COc1ccc(-c2cc(-c3c(O)c(OC)c4occc4c3OC)[nH]n2)cc1	-8	-15	7	-12%	2%	-2%	-2%	2%	-4	2%
Cc1ccccc1OCCC(=O)OCC(=O)Nc1ccc(N2CCOCC2)cc1	-7	9	-1	-10%	·	?	4%	7%	·	0%
Clc1ccccc1CN1CCN(c2ncccn2)CC1	4	-7	10	-11%	·	?	-3%	-1%	-4	-10%
